MazEF act – MazEF (E. coli) toxin RNase activation. 350,000 tested, 0.32% active. FAM/BHQ RNA-DNA oligo cleavage fluorescence, 5 h. activation, % at 20 µM; in the data active means activation above about 50%
Target sequence (P0AE70 whole entry, looked up): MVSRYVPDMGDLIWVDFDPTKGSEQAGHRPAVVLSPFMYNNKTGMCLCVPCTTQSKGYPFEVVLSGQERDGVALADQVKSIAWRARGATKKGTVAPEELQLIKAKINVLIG
BoNT F protease – blocks Botulinum neurotoxin F light chain protease; Multiplex microsphere protease cleavage assay, flow cytometry; inhibition, % at 10 µM; 360,000 tested, 0.22% active; in the data active means inhibition above about 35%, passing the limit was not always enough; inconclusive means no clear call, values can overlap the other calls; further: plate controls were buffer without enzyme for full effect and enzyme alone for no effect
FBA Mtb inh – inhibits M. tuberculosis FBA enzyme; P9WQA3; 360,000 tested, 2.3% active; purified M. tuberculosis FBA, fluorescence read-out; inhibition, % at 1 µM; in the data active means inhibition above about 27%;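 further: 0% = vehicle and 100% = reference inhibitor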
Target sequence (P9WQA3 whole entry, looked up): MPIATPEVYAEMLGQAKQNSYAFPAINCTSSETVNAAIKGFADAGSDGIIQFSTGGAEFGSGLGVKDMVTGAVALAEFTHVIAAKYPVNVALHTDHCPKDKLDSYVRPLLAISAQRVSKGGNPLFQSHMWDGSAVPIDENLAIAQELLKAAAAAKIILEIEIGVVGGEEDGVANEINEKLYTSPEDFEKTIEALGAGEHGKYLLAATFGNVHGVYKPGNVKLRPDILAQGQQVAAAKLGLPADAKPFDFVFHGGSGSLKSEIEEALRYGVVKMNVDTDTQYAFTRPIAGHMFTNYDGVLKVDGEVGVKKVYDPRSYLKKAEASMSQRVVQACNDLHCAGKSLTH
Mtb BioA inh – BioA (M. tuberculosis) enzyme inhibition | purified M. tuberculosis BioA enzyme, plate reader | inhibition, % at 9.99 µM | 360,000 tested, 0.096% active; in the data active means inhibition above about 40%; inconclusive means no clear call, values can overlap the other calls
FadD28 FP inh – inhibitors of Mycobacterium tuberculosis FadD28 bisubstrate binding; 360,000 tested, 0.22% active; inhibition, % at 12.5 µM; FadD28 bisubstrate probe binding, fluorescence polarization; AID 588549; in the data active means inhibition above about 8.5%, passing the limit was not always enough; inconclusive means no clear call, values can overlap the other calls
GDH-TPI counter – inhibits GDH-TPI coupling enzymes, artifact for Mtb FBA screen. GDH-TPI coupled enzyme counterscreen, NADH absorbance. inhibition, % at 4.8 µM. 360,000 tested, 1.2% active; in the data active means inhibition above about 30%;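 further: 0% = DMSO wells and 100% = wells lacking the enzyme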
UGM FP inh – inhibitors of M. tuberculosis UDP-galactopyranose mutase | P9WIQ1 | purified UGM, fluorescence polarization probe displacement | inhibition, % at 10 µM | 320,000 tested, 0.06% active | AID 504406; in the data active means inhibition above about 10%, passing the limit was not always enough; inconclusive means no clear call, values can overlap the other calls
PrPC TRFRET – inhibitors of human cell surface prion protein PrPC | AID 720596 | inhibition, % at 13.8 µM | P04156 | 370,000 tested, 0.43% active | TR-FRET read-out; in the data active means inhibition above about 24%; further: 0% = median of the test wells and 100% = reference compound wells
Rv3671c inh – inhibitors of M. tuberculosis serine protease Rv3671c; P9WHR9; inhibition, % at 5.96 µM; 320,000 tested, 0.048% active; AID 2606; in the data active means inhibition above about 38%;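 further: extracellular domain of Rv3671c used as enzyme; 0% = enzyme with DMSO and 100% = no enzyme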
Target sequence (P9WHR9 whole entry, looked up, the tested form may be a part): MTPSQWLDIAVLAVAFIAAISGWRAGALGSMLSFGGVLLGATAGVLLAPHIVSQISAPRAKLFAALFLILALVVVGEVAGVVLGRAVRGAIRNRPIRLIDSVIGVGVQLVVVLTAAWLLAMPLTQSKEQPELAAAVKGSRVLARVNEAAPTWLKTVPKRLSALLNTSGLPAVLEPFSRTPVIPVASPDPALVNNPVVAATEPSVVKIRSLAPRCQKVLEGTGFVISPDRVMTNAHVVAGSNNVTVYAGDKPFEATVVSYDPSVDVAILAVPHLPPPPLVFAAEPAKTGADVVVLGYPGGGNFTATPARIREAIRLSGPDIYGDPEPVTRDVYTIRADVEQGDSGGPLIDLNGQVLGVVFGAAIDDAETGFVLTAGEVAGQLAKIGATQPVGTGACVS
* = called active by the depositor; & = joins results of further samples.

For Cc1ccccc1-c1ccc2c(c1)O[C@@H](CN(C)Cc1ccc(C(=O)O)cc1)[C@@H](C)CN([C@H](C)CO)S2(=O)=O the results were MazEF act 3, BoNT F protease -13, FBA Mtb inh -1, Mtb BioA inh 2.4&3.1&2.5, FadD28 FP inh -1.1, GDH-TPI counter -1 and PrPC TRFRET 7.
For Cc1cccc(-c2noc(CN(C(=O)c3c(-c4ccccc4Cl)noc3C)C(C)C)n2)c1 the results were MazEF act 4, BoNT F protease -8, FBA Mtb inh -1, Mtb BioA inh 0.4, FadD28 FP inh -0.5, GDH-TPI counter 1, UGM FP inh 0.5, PrPC TRFRET 8 and Rv3671c inh -4.
O=C(CCCc1nc(-c2ccc(Cl)cc2)no1)NC1CCCC1 was read as MazEF act 5, BoNT F protease -4, FBA Mtb inh -3, Mtb BioA inh 0.8, FadD28 FP inh -3.3, GDH-TPI counter -1, UGM FP inh 0.7, PrPC TRFRET 8 and Rv3671c inh -7.
Screening Oc1ccc(/C=N/n2c(-c3ccccc3)n[nH]c2=S)cc1Br returned MazEF act 10, BoNT F protease inconclusive, FBA Mtb inh -1, Mtb BioA inh 4.1, FadD28 FP inh -1.3, GDH-TPI counter 48*, UGM FP inh 1.5 and PrPC TRFRET -6.
COc1ccccc1NC(=O)CN1CC(=O)Nc2ccccc21 was read as MazEF act 0, BoNT F protease -3, FBA Mtb inh -3, Mtb BioA inh -2.8, FadD28 FP inh -2.2, GDH-TPI counter -4, UGM FP inh 1.5, PrPC TRFRET -4 and Rv3671c inh -3.
Screening CCC(N1CCOC1=O)S(=O)(=O)c1ccc(C)cc1 (stereo unspecified) returned MazEF act -5, BoNT F protease -26, FBA Mtb inh 0, Mtb BioA inh -1.5, FadD28 FP inh -2.0, GDH-TPI counter 1, UGM FP inh 0.1, PrPC TRFRET 0 and Rv3671c inh 6.
CCC(C)N1Cc2ccccc2C1=N (stereo unspecified) was read as MazEF act 6, BoNT F protease 2, FBA Mtb inh 1, Mtb BioA inh 0.6, FadD28 FP inh -1.3, GDH-TPI counter 1, UGM FP inh -0.5, PrPC TRFRET -4 and Rv3671c inh -2.
`CCOC(=O)c1ccc(N2C(=O)CC(N3CCN(C/C=C/c4ccccc4)CC3)C2=O)cc1` (stereo unspecified) gave MazEF act 1, BoNT F protease -4, FBA Mtb inh 9, Mtb BioA inh -0.8, FadD28 FP inh -2.1, GDH-TPI counter 2 and PrPC TRFRET 0.
For CCOC(=O)c1c(C)[nH]c(C(=O)C(C)OC(=O)c2cnc(C)cn2)c1C (stereo unspecified) the results were MazEF act 6, BoNT F protease -6, FBA Mtb inh 0, Mtb BioA inh 1.2, FadD28 FP inh -1.6, GDH-TPI counter -2, PrPC TRFRET -3 and Rv3671c inh -1.
`COc1ccc(-n2c(SCC(=O)N3CCCC(C)C3)nnc2-c2cccnc2)cc1` (stereo unspecified) gave MazEF act 4, BoNT F protease 10, FBA Mtb inh -1, Mtb BioA inh 4.8, FadD28 FP inh -3.5, GDH-TPI counter 9, UGM FP inh 0.7, PrPC TRFRET 0 and Rv3671c inh 4.
Screening C[C@H](CO)N1C[C@H](C)[C@@H](CN(C)S(=O)(=O)c2ccccc2)OCc2cn(nn2)CCCC1=O returned MazEF act -14, BoNT F protease -4, FBA Mtb inh -2, Mtb BioA inh 0.2&-0.9&-1.3, FadD28 FP inh -2.7, GDH-TPI counter 0 and PrPC TRFRET -5.
Screening COCCNC(=O)C1CCCN(C(=O)c2ccnc(Cl)c2)CC1 (stereo unspecified) returned BoNT F protease 0, FBA Mtb inh -2, Mtb BioA inh -1.4, FadD28 FP inh -1.5, GDH-TPI counter 1 and PrPC TRFRET -2.
O=C(COC(=O)CNS(=O)(=O)c1ccc2ccccc2c1)Nc1ccc2c(c1)OCO2 was read as MazEF act 7, BoNT F protease 2, FBA Mtb inh 1, FadD28 FP inh -4.4, GDH-TPI counter 1, UGM FP inh 0.8, PrPC TRFRET -3 and Rv3671c inh -12.
`COc1ccc(N(C=O)C(C(=O)Nc2c(C)cccc2C)c2ccccc2)cc1` (stereo unspecified) gave MazEF act 6, BoNT F protease -4, FBA Mtb inh 0, FadD28 FP inh -0.6, GDH-TPI counter -1, UGM FP inh 4.3, PrPC TRFRET 5 and Rv3671c inh -6.
`CCCCNCc1cc(OCC)c(OCC(N)=O)cc1Br` gave MazEF act -3, BoNT F protease 4, FBA Mtb inh 6, Mtb BioA inh -0.6, FadD28 FP inh -0.5, GDH-TPI counter 4, UGM FP inh -1.1, PrPC TRFRET -1 and Rv3671c inh 8.
O=[N+]([O-])c1ccccc1NC1CCN(Cc2ccccc2)CC1 was read as MazEF act -5, BoNT F protease -10, FBA Mtb inh -8, FadD28 FP inh -1.1, GDH-TPI counter -7, UGM FP inh -0.3, PrPC TRFRET -34 and Rv3671c inh 5.
`COc1ccc(NC(=O)/C(C#N)=C\C=C\c2ccco2)cc1` gave MazEF act 15, BoNT F protease -2, FBA Mtb inh -3, FadD28 FP inh inconclusive, GDH-TPI counter 28, UGM FP inh 1.5, PrPC TRFRET -2 and Rv3671c inh -14.
Screening CC(=O)c1nnn(-c2ccc(F)cc2F)c1C returned MazEF act -3, BoNT F protease -7, FBA Mtb inh 2, Mtb BioA inh -2.0, FadD28 FP inh -2.4, GDH-TPI counter 2, UGM FP inh 0.4, PrPC TRFRET -4 and Rv3671c inh 2.
Cc1cccc(NC(=O)COc2coc(CN3CCN(c4ccccc4)CC3)cc2=O)c1C was read as MazEF act 4, BoNT F protease 10, FBA Mtb inh 7, Mtb BioA inh 0.3, FadD28 FP inh -1.0, GDH-TPI counter 3, UGM FP inh 0.6, PrPC TRFRET 3 and Rv3671c inh 0.
Screening COc1ccc(/C=N/Nc2nc(-c3ccc(C)cc3)c(C#N)c(=O)[nH]2)cc1 returned MazEF act 7, BoNT F protease -16, FBA Mtb inh -1, Mtb BioA inh 0.8, FadD28 FP inh -3.9, GDH-TPI counter 10, UGM FP inh -0.5, PrPC TRFRET -3 and Rv3671c inh -1.
Screening COc1ccc(C(=O)C=Cc2ccc3c(c2)OCO3)cc1OC returned MazEF act -1, BoNT F protease 3, FBA Mtb inh 0, FadD28 FP inh -2.8, GDH-TPI counter 17 and PrPC TRFRET 11.
`CC(=O)c1cc(C#N)c(SCc2ccc(F)cc2)nc1C` gave MazEF act -3, BoNT F protease -2, FBA Mtb inh 2, Mtb BioA inh -0.8, FadD28 FP inh -0.2, GDH-TPI counter 6, UGM FP inh 2.8, PrPC TRFRET -3 and Rv3671c inh -7.
CCc1noc(C)c1C(=O)N(C)CC(=O)Nc1ccc(F)c(F)c1F was read as MazEF act -2, BoNT F protease -2, FBA Mtb inh -3, Mtb BioA inh -1.0, FadD28 FP inh -2.3, GDH-TPI counter -1, UGM FP inh 0.9, PrPC TRFRET 0 and Rv3671c inh -1.
COc1cc(OC)cc(C(=O)N[C@H](C(=O)Nc2nc3ccccc3[nH]2)C(C)C)c1 was read as MazEF act 0, BoNT F protease -2, FBA Mtb inh -1, Mtb BioA inh -1.8, FadD28 FP inh -1.4, GDH-TPI counter 12 and PrPC TRFRET 12.
For O=C(COC(=O)c1ccccc1Nc1ccccc1)Nc1ccccc1 the results were MazEF act -5, BoNT F protease 0, FBA Mtb inh 7, FadD28 FP inh -1.0, GDH-TPI counter 4, UGM FP inh 0.4, PrPC TRFRET 7 and Rv3671c inh 1.
`CCCCn1c(N)c(N(CCC)C(=O)C2CCCC2)c(=O)[nH]c1=O` gave MazEF act 8, BoNT F protease 1, FBA Mtb inh -3, Mtb BioA inh -1.8, FadD28 FP inh -4.0, GDH-TPI counter -5, PrPC TRFRET -4 and Rv3671c inh -5.
For COc1ccccc1C(=O)C1CCCN(C(=O)Nc2ccccc2F)C1 (stereo unspecified) the results were MazEF act -3, BoNT F protease -1, FBA Mtb inh 0, Mtb BioA inh 2.0, FadD28 FP inh -0.9, GDH-TPI counter 5, UGM FP inh 1.0, PrPC TRFRET 9 and Rv3671c inh -2.
Screening O=C(NCc1cccnc1)c1cc(C2CCCCN2C(=O)OCCF)on1 (stereo unspecified) returned BoNT F protease 0, FBA Mtb inh 0, Mtb BioA inh -0.5, FadD28 FP inh -1.0, GDH-TPI counter 4 and PrPC TRFRET 10.
`COc1ccc(C(=O)NCCSCc2ccco2)cc1OC` gave MazEF act 3, BoNT F protease -23, FBA Mtb inh 4, FadD28 FP inh -1.9, GDH-TPI counter 4, UGM FP inh 2.1, PrPC TRFRET 0 and Rv3671c inh -8.
For Cc1cc(C(=O)Nc2ccc3c(c2)OCCO3)c(C)o1 the results were MazEF act 5, BoNT F protease -16, FBA Mtb inh -2, FadD28 FP inh -2.3, GDH-TPI counter -7, UGM FP inh 3.7, PrPC TRFRET -5 and Rv3671c inh 5.

Among those listed so far, these contain bromine.
Screening Oc1ccc(/C=N/n2c(-c3ccccc3)n[nH]c2=S)cc1Br returned MazEF act 10, BoNT F protease inconclusive, FBA Mtb inh -1, Mtb BioA inh 4.1, FadD28 FP inh -1.3, GDH-TPI counter 48*, UGM FP inh 1.5 and PrPC TRFRET -6.
`CCCCNCc1cc(OCC)c(OCC(N)=O)cc1Br` gave MazEF act -3, BoNT F protease 4, FBA Mtb inh 6, Mtb BioA inh -0.6, FadD28 FP inh -0.5, GDH-TPI counter 4, UGM FP inh -1.1, PrPC TRFRET -1 and Rv3671c inh 8.

Additional compounds follow:
For COc1cc(CNC[C@H]2O[C@@H](n3cc(C)c(=O)[nH]c3=O)C[C@@H]2O)ccc1OCc1cccc(Cl)c1 the results were MazEF act 5, BoNT F protease -9, FBA Mtb inh -2, Mtb BioA inh 3.2, FadD28 FP inh -5.6, GDH-TPI counter -2 and PrPC TRFRET 1.
Screening Cc1nc2nc(CSc3ccc(Cl)cc3)cc(=O)n2[nH]1 returned MazEF act -4, BoNT F protease 79*, FBA Mtb inh -2, Mtb BioA inh -1.9, FadD28 FP inh -0.1, GDH-TPI counter -6, UGM FP inh 1.2, PrPC TRFRET -4 and Rv3671c inh 1.
For Cc1cc(C(=O)OCC(=O)N2CC(=O)Nc3ccccc32)c(C)n1-c1ccccc1 the results were MazEF act 5, BoNT F protease -2, FBA Mtb inh 0, Mtb BioA inh 0.4, FadD28 FP inh -3.4, GDH-TPI counter 0, UGM FP inh -0.1, PrPC TRFRET -1 and Rv3671c inh -10.
`CCN(CC)CCC(=O)Nc1cccc2c1C(=O)c1ccccc1C2=O` gave MazEF act -6, BoNT F protease inconclusive, FBA Mtb inh -1, Mtb BioA inh 1.0, FadD28 FP inh 1.7, GDH-TPI counter 3, UGM FP inh -2.0, PrPC TRFRET -51 and Rv3671c inh 7.
`O=C(CSc1ccccc1)N1CCCC(Nc2ccccc2)C1` (stereo unspecified) gave MazEF act -1, BoNT F protease 0, FBA Mtb inh -2, Mtb BioA inh 2.7, FadD28 FP inh -3.1, GDH-TPI counter -2, UGM FP inh 0.3, PrPC TRFRET -2 and Rv3671c inh 1.
CC[C@]12c3[nH]c4ccc(Cl)cc4c3CCN1C(=O)[C@@H](CC(=O)NCc1cccc(C(F)(F)F)c1)C[C@@H]2C(=O)N1CCN(C(=O)c2ccco2)CC1 was read as MazEF act -1, BoNT F protease -7, FBA Mtb inh 2, Mtb BioA inh 0.3, FadD28 FP inh -0.2, GDH-TPI counter -3 and PrPC TRFRET -1.
Screening CNC(=O)c1ccsc1NC(=O)c1ccc2c(c1)CCCC2 returned MazEF act 0, BoNT F protease -17, FBA Mtb inh 5, Mtb BioA inh 0.3, FadD28 FP inh -10, GDH-TPI counter 14, UGM FP inh -1.2, PrPC TRFRET 14 and Rv3671c inh -35.
For COc1ccc(/C=C2\SC(=S)N(CCCC(=O)N3CCCCC3CCO)C2=O)cc1 (stereo unspecified) the results were MazEF act 0, BoNT F protease 6, FBA Mtb inh -4, FadD28 FP inh -0.5, GDH-TPI counter 1, UGM FP inh 0.2, PrPC TRFRET 1 and Rv3671c inh -5.
`N#CCC(=O)Nc1ccc(C(=O)OCC(=O)NCCCc2ccccc2)cc1` gave MazEF act 0, BoNT F protease 6, FBA Mtb inh 2, Mtb BioA inh -1.0, FadD28 FP inh -0.4, GDH-TPI counter -2, UGM FP inh -1.4, PrPC TRFRET -3 and Rv3671c inh -85.
